ABCB6 inh MLPCN: ABCB6 transporter inhibitors, primary screen, K562-ABCB6 cells, flow cytometry, MLPCN library | AID 602162, 2011 | hit rate 0.19% among 360,000 | fluorescence ratio to DMSO, % at 10 µM | K562-ABCB6 porphyrin accumulation, 1 h; hits give low values | ATP-binding cassette sub-family B member 6 (Homo sapiens), Q9NP58;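 active = fluorescence ratio to DMSO below 75%, the collection mean minus 3 SD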;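 also: signal is porphyrin accumulated inside mitochondria; 100% equals median channel fluorescence of DMSO control wells; lower ratio means ABCB6 inhibition with less porphyrin fluorescence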
Target sequence (Q9NP58 whole entry, looked up): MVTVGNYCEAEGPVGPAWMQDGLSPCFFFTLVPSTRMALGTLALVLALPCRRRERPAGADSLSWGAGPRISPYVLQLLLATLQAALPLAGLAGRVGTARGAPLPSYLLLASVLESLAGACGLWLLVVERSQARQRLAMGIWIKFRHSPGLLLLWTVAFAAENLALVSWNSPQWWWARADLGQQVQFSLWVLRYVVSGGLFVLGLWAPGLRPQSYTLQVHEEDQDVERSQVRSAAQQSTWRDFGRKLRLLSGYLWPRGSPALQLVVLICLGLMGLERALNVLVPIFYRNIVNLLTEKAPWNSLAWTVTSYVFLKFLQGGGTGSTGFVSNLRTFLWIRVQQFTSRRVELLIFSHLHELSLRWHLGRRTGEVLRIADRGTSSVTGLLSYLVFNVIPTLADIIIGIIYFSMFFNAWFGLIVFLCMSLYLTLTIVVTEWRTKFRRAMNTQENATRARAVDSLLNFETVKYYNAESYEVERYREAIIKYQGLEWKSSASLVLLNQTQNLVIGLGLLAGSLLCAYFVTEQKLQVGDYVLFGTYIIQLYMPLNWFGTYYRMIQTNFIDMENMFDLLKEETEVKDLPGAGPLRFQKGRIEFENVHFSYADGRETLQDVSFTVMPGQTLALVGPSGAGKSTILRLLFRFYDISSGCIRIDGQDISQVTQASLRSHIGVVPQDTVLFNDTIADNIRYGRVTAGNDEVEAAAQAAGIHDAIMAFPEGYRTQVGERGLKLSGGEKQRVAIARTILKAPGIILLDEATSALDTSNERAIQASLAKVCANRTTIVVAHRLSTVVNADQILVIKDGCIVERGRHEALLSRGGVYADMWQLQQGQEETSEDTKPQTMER
Vif imaging: HIV Vif self-association inhibitors, primary screen, imaging, HEK293T, single point | HEK293T cells, Vif self-association by quenched fluorescence, 24 h | inhibition, % at 7.49 µM | hit rate 0.35% among 340,000 | AID 602346, 2012; in the data active = inhibition above about 50%, passing the limit was not always enough; also: some results filed as inactive read as strong as hits
N-glyco inh: increase of ERlucT glycosylation luciferase signal, primary screen, N-linked glycosylation inhibitor project, D54 ERlucT cells, luminescence, set 2 | D54 ERlucT glycosylation luciferase reporter, 24 h; percent of 100 nM tunicamycin response | reporter increase, % at 12.5 µM | hit rate 0.23% among 360,000 | AID 588692, 2011;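 active = mean luciferase reporter signal, scaled so untreated is 0 and the glycosylation-blocking control 100, at or above a set limit in every replicate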;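 also: luciferase carries N-glycosylation sites so blocking glycosylation raises the light; 0% = median of neutral control wells and 100% = median of 100 nM tunicamycin wells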
Cardio protect: cardioprotection against H2O2-induced cell death, primary screen, uHTS, H9c2 cells, ATPLite luminescence. H9c2 cardiomyocytes, H2O2 injury protection, 2 h. protection from H2O2 cell death, % at 20 µM. hit rate 0.63% among 360,000. AID 588492, 2011;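 active = compounds giving at least 50% protection of heart cells from peroxide-induced death in the single-dose screen, raw or plate-pattern-corrected value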;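 also: 0% = DMSO wells with peroxide and 100% = DMSO wells without peroxide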
aDG glyco up: activators of alpha-DG glycosylation, primary screen, uHTS, Pro5-aDG cells, AlphaScreen; alpha-DG glycosylation AlphaScreen (IIH6); 0% Pro5, 100% B10-LARGE cell signal; activation, % at 10 µM; hit rate 0.22% among 360,000; AID 624168, 2012;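 active = activation of at least 8% versus controls, or a plate z-score of at least 8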;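 also: Pro5 are CHO cells carrying HIG-tagged alpha-DG that lacks glycosylation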
PDI inh: inhibitors of human PDI, primary screen, biochemical, turbidity, single point, plate reader | Protein disulfide-isomerase (Homo sapiens), P07237 | PDI insulin aggregation turbidity, A650, 90 min | inhibition, % at 10 µM | hit rate 0.052% among 350,000 | AID 588391, 2011;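 active = mean inhibition across replicates of 30% or more, whatever share of single replicates reach that level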;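 also: absorbance from insulin aggregation driven by PDI reduction with DTT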
CaV13 FRET inh: Primary screen for inhibitors of IQ motif and Ca2+-dependent inactivation inhibitor domain binding in CACNA1D, Förster resonance energy transfer in living cells, …; HEK cells, CFP/YFP FRET ICDI-IQ, plate reader, 10 min; percent FRET-ratio fall versus neutral wells; inhibition, % at 12.3 µM; hit rate 0.098% among 340,000; AID 743397;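 active = mean replicate inhibition of at least 30% and at least 1% of replicates passing that level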;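 also: 0% = median of the neutral control wells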
MC4R barr agon: MC4R agonists recruiting beta-arrestin, primary screen, cell-based, luminescence, agonist arm of biased-ligand search. Melanocortin receptor 4 (Homo sapiens), P32245. U2OS MC4R beta-arrestin complementation; percent of melanotan II response, DMSO zero. activation, % at 8.9 µM. hit rate 0.98% among 360,000. AID 540308, 2011;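 active = activation above a per-plate cutoff, the mean activation of sample wells on that plate plus 3 SD, cut at about 8% in these data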
MC4R antag cAMP: MC4R antagonists of cAMP signaling, primary screen, cell-based, TR-FRET, antagonist arm of biased-ligand search. MC4R-expressing cells, MTII-stimulated cAMP, LANCE TR-FRET. Melanocortin receptor 4 (Homo sapiens), P32245. hit rate 0.48% among 360,000. inhibition, % at 6.5 µM;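 active = inhibition above its plate's cutoff, the mean of tested wells on that plate plus 3 SD, cut at about 29% in these data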;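 also: 0% = Melanotan II alone and 100% = Melanotan II plus saturating MCL0020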
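Assay system: U2OS cells stably expressing human melanocortin 4 receptor (MC4R) / Dosing: 6.5 µM / Timing: compound 30 min, challenge 1 h, detection 1 h / Measured by: Eu-cAMP/anti-cAMP TR-FRET, emission 671 nm / Replicates: singlicate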
HTR2A ag: mouse Htr2a agonists via beta-arrestin recruitment, primary screen, cell-based, luminescence | CHO-K1 mHTR2A beta-arrestin complementation; percent of 30 µM serotonin response | 5-hydroxytryptamine receptor 2A (Mus musculus), P35363 | hit rate 0.66% among 360,000 | AID 624169, 2012 | activation, % at 7.6 µM;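 active = activation above a run cutoff, the mean activation of all tested compounds plus 3 SD, cut at about 14% in these data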;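 also: 0% = plate median of compound wells and 100% = 30 µM serotonin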
The depositor's hits bear a star; . = not tested or not shown. The order is random (roughly 3.6% active in at least one column).

SMILES	ABCB6 inh MLPCN	Vif imaging	N-glyco inh	Cardio protect	aDG glyco up	PDI inh	CaV13 FRET inh	MC4R barr agon	MC4R antag cAMP	HTR2A ag
O=C(COc1cc(Cl)c(Cl)cc1Cl)NC(=O)Nc1ccc2c(c1)OCCO2	107.0	3.6	0.9	-14.3	0.0	7.8	-9.2	1.3	0.7	0.3
COC(=O)c1sccc1NC(=S)Nc1ccc(F)cc1	99.0	-11.7	0.9	1.0	-0.1	-15.2	-11.1	0.1	5.5	0.3
Cn1c(=S)[nH]c2c(c1=O)C(C)(C)Cc1ccccc1-2	97.0	-1.8	-2.0	6.1	0.4	-5.8	5.8	1.7	19.4	1.9
COc1nccnc1NS(=O)(=O)c1ccc(NC(=S)NC(=O)c2ccccc2F)cc1	96.0	.	1.5	-9.0	-0.1	5.2	-4.2	1.4	14.9	3.9
O=C(C1CCC1)N1CCN(S(=O)(=O)c2cccc(F)c2)CC1	91.0	1.5	1.2	5.9	0.3	-2.6	-5.4	-4.1	0.2	-7.7
Cc1ccc2oc(=O)c(-c3ccc(O)cc3)c(C)c2c1	97.0	9.1	5.8	-7.2	0.1	-2.6	-13.9	-0.1	-20.9	3.4
Cc1nc2nc(SCC(=O)c3ccccc3)[nH]c2cc1Br	107.0	-6.0	1.7	-2.5	0.0	4.1	-4.9	6.9	9.2	7.5
Cc1ccc(CNC(=O)CCCn2c(=O)c3ccccc3n(CC(=O)NCc3ccco3)c2=O)cc1	103.0	1.0	-0.8	6.0	-0.3	4.4	-6.3	0.8	6.6	0.7
FC(F)(F)c1cnc(Oc2ccc(-c3nnco3)cc2)c(Cl)c1	100.0	-3.7	0.8	-3.0	0.0	-9.8	-3.3	1.4	4.9	1.0
O=[N+]([O-])c1ccccc1S(=O)(=O)N1CCN(C2CCN(Cc3ccccc3)CC2)CC1	92.0	0.7	-1.6	5.9	0.8	0.4	-3.8	-3.0	-2.2	-10.7
O=[N+]([O-])c1ccc(Cl)cc1N1CCCCC1	99.0	2.8	-1.3	7.0	-0.2	-0.5	-4.5	0.6	-2.3	6.0
COC(=O)c1cc2c(cc1NC(=O)CSCCc1ccccn1)OCO2	111.0	-1.8	1.9	-1.3	0.2	-5.8	.	-1.9	9.4	1.4

Record cards, from the list above. Values in the order: ABCB6 inh MLPCN, Vif imaging, N-glyco inh, Cardio protect, aDG glyco up, PDI inh, CaV13 FRET inh, MC4R barr agon, MC4R antag cAMP, HTR2A ag
FC(F)(F)c1cnc(Oc2ccc(-c3nnco3)cc2)c(Cl)c1 is listed with 100.0, -3.7, 0.8, -3.0, 0.0, -9.8, -3.3, 1.4, 4.9, 1.0
COc1nccnc1NS(=O)(=O)c1ccc(NC(=S)NC(=O)c2ccccc2F)cc1 is listed with 96.0, ., 1.5, -9.0, -0.1, 5.2, -4.2, 1.4, 14.9, 3.9

Later entries.
SMILES	ABCB6 inh MLPCN	Vif imaging	N-glyco inh	Cardio protect	aDG glyco up	PDI inh	CaV13 FRET inh	MC4R barr agon	MC4R antag cAMP	HTR2A ag
COc1ccc(COC(=O)C2=C(C)NC(=O)NC2c2ccc(OC)cc2)cc1 (stereo not drawn)	102.0	-8.1	-4.4	-6.3	0.2	-3.7	-5.1	1.2	20.6	-0.7
COc1cccc(C(=O)COc2ccc3c(C)c(Cc4ccccc4)c(=O)oc3c2)c1	103.0	-1.5	1.3	4.3	0.1	-4.4	-4.4	1.6	9.0	-1.1
CCN1CCN(Cc2ccccc2NC(=O)Nc2ccc(C)cc2)CC1	101.0	6.6	-4.3	-14.9	-0.1	-6.1	-5.3	-0.9	15.4	-0.9
CN(Cc1ccccc1)C(=S)Nc1cccnc1	95.0	4.0	1.0	-0.2	0.0	2.2	-6.5	0.0	-3.9	-2.0
O=C(Nc1ccc(N2CCCC2)cc1)c1cc2ccccc2o1	97.0	-0.1	-1.3	-6.0	-0.2	-1.5	-5.4	-0.7	10.8	-6.9
COc1ccc(CN2CCC(C)(Oc3ccc(C(C)=O)cc3)C2)c2ccccc12 (stereo not drawn)	82.0	-0.7	3.7	-11.5	-0.1	-7.8	-7.6	-0.1	-4.2	1.6
COc1ccc(Cc2c(-c3cccc(Br)c3)nc3ccc(Cl)cn23)c(C)c1	102.0	.	-1.4	3.8	0.1	.	-3.1	.	.	-6.0
CN(CC(=O)Nc1ccc(OC(F)(F)F)cc1)C(=O)Cc1cccs1	93.0	-3.2	3.2	-0.4	0.1	-4.3	-6.0	-3.9	-4.4	4.3
CNC(=O)CCn1nc(-c2ccc(C)cc2)c2ccccc2c1=O	98.0	-0.3	-0.3	-4.6	-0.1	-45.8	.	-1.5	-0.2	-0.2
CCOC(=O)C1CCCN(C(=S)Nc2cc(C)cc(C)c2)C1 (stereo not drawn)	101.0	-8.2	3.2	-4.9	-0.1	1.0	-5.5	0.3	1.4	11.4
COc1ccc(CCNC(=O)C2CCC(=O)N2S(=O)(=O)c2ccc(C)cc2)cc1 (stereo not drawn)	97.0	7.4	-1.1	5.2	0.0	-7.6	24.9	-0.8	4.9	0.0
COCCCN1C(=O)C(CC(=O)NC2CCCCC2)CC(C(=O)N2CCCCCC2)=C1C (stereo not drawn)	103.0	.	.	.	-0.3	.	-13.7	.	.	-0.6
Cc1cccc(N2CCN(C(=O)CN3C(=O)NC(C)(C4CC4)C3=O)CC2)c1C (stereo not drawn)	98.0	-8.1	-2.0	-4.6	0.3	13.5	-5.6	-4.7	4.0	8.4
CCn1c(=S)[nH]c2cc(C(=O)OC)ccc2c1=O	97.0	-3.5	7.6	-2.7	1.1	-4.7	.	1.9	4.6	2.5
COc1ccc(C2C=C(Nc3ccccc3)C(=O)N2c2ccccc2)cc1OC (stereo not drawn)	100.0	-5.1	0.5	-3.8	0.2	3.9	-16.4	-0.4	5.7	0.3
CCSCc1nc(N)nc(NCCc2ccccc2)n1	100.0	3.1	4.1	1.8	-0.1	-2.1	-2.6	-0.9	-4.5	-1.0
Nc1nonc1NC(=O)CSc1nc2ccccc2s1	99.0	4.1	0.9	-16.5	0.2	1.1	-2.8	0.8	7.6	3.3
COCCNC(=S)Nc1ccc2[nH]c(=O)[nH]c2c1	106.0	-4.8	2.5	1.2	-0.1	-2.5	-1.9	-2.2	-3.6	-1.9
COc1cc(F)ccc1S(=O)(=O)NCc1cccnc1	105.0	4.7	2.2	1.7	-0.3	0.7	-3.9	0.3	10.8	-3.5
NC(c1ccccc1)c1csc(NC(=O)Nc2ccc(OC(F)(F)F)cc2)n1 (stereo not drawn)	98.0	2.2	-5.9	-11.6	0.1	-7.6	-11.0	-1.7	0.6	0.9
CC1CN/C(=C\C(=O)c2ccc(Cl)cc2)C(=O)N1 (stereo not drawn)	87.0	-4.4	-16.2	-13.4	0.8	-1.2	-3.5	-0.1	-2.8	-2.1
CCCC(=O)Nc1ccccc1-c1nnn(CC(=O)Nc2ccc(OC)cc2)n1	94.0	.	0.1	-6.4	0.1	-9.4	.	-1.9	-4.4	-2.8
Cc1cc(C)c(S(=O)(=O)NCc2cccnc2)c(C)c1	94.0	-9.8	-4.0	-7.8	0.1	18.0	-4.2	-1.0	8.9	4.6
O=c1[nH]c(C2CCN(S(=O)(=O)c3ccc(S(=O)(=O)NC4CC4)cc3)CC2)nc2c1nnn2Cc1ccccc1	91.0	-10.6	-1.0	-4.3	-0.1	8.1	-4.7	-2.0	7.1	8.2
O=C(Nc1ccc(F)cc1)N(Cc1ccco1)Cc1cc2cc3c(cc2[nH]c1=O)OCO3	92.0	-24.2	5.3	6.9	0.9	-3.7	.	-9.6	0.2	-2.6
Cc1cc(NC(=O)c2cc(-c3ccc(C)c(C)c3)nc3ccccc23)no1	94.0	-4.1	-1.3	-5.2	-0.3	4.4	-9.4	-1.7	-4.2	1.2
CCOC(=O)C(=O)N(Nc1ccccc1C)c1ccccc1C	104.0	5.3	-1.0	-2.2	0.1	13.1	-18.7	0.9	12.8	5.1
Cc1cc(N2CCCCC2)ccc1[N+](=O)[O-]	103.0	-1.0	-3.1	-5.3	0.0	-1.2	-5.6	-1.3	-1.9	-0.7
Cc1ccc(CNC(=O)CCCc2cn(C)c3ccccc23)cc1	97.0	-10.0	1.5	4.1	-0.1	0.8	-16.9	0.7	2.2	4.8
CC1(C)Cn2c(nnc2-c2cccc(O)c2)S1	105.0	-6.8	0.9	5.0	-0.1	1.9	-9.4	-0.5	11.4	2.2
Cc1c(C(N)=O)c(N)c(C(=O)c2ccccc2)n1-c1ccccc1	93.0	-15.6	1.9	3.4	0.0	-2.5	-4.7	-2.2	-0.3	-1.5
CCc1nnc(NC(=O)CSc2ccc(-c3ccc(C)cc3)nn2)s1	99.0	21.3	-1.2	-13.9	-0.1	7.2	-1.6	2.0	8.6	1.0
O=[N+]([O-])c1nn(-c2ccccc2)[n+]([O-])c1N1CCN(c2ccccc2)CC1	98.0	12.0	-0.2	-9.4	-0.4	1.3	-7.2	-1.8	12.4	-1.1
CN(c1ccccc1C(=O)Nc1ccc(S(=O)(=O)N2CCOCC2)cc1)S(=O)(=O)c1ccccc1	98.0	-0.3	-3.3	-2.6	-0.2	0.0	-5.8	-1.0	2.2	-2.1
Cc1ccc(C(=O)N/C(=C\c2cccc([N+](=O)[O-])c2)C(=O)NCc2ccncc2)cc1	91.0	-1.9	2.4	6.0	-0.4	-0.2	.	-1.0	10.3	-0.9
O=C(COC(=O)c1cc(=O)c2ccccc2o1)Nc1ccc2ccccc2c1	99.0	-1.3	2.5	0.5	-0.2	20.0	-6.0	-2.5	6.4	3.0
CCCCn1c(N)c(N(CC(C)C)C(=O)c2cc(S(=O)(=O)N3CCCCC3)ccc2C)c(=O)[nH]c1=O	98.0	-2.5	-0.5	4.4	-0.3	-6.7	-15.2	-1.1	-0.4	1.6
CCCCCCn1c(N2CCN(c3cccc(Cl)c3)CC2)nc2c1c(=O)[nH]c(=O)n2C	93.0	.	-0.5	3.6	2.5	0.8	-4.7	4.2	0.8	0.0
Cc1nc(C)c(C(=O)Nc2cccc(C)c2C)s1	98.0	-4.0	5.3	0.4	-0.1	-0.7	-4.0	-2.0	5.0	1.9
Cc1ccc[n+](CC(=O)Nc2ccc([N+](=O)[O-])cc2Cl)c1	90.0	-2.2	-1.3	10.5	0.2	7.4	-8.8	-1.5	4.8	-0.4
COc1ccccc1OCC(=O)NCC1CCCCC1	93.0	1.7	-0.3	0.6	0.2	8.0	-5.7	-1.8	-2.3	-2.5
